Screening results deposited in PubChem BioAssay by Broad Institute.
FN deposit inh – fibronectin deposition inhibition; AH1F fibroblasts, Alexa488-fibronectin deposition fluorescence, overnight; inhibition, % at 12.6 µM; actives 0.086% (n = 350,000); AID 743247;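 active = mean inhibition across replicates of 30% or more, regardless of how many single replicates reach that level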;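 note: positive control wells lacked labelled fibronectin entirely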
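Material: AH1F fibroblast monolayer depositing Alexa488-labelled fibronectin into matrix / Amount: 10000 AH1F cells per well / Signal: fluorescence 485/525 nm / Medium: DMEM, 2% serum / Compound: single dose, pinned / Incubation: 1 h cell adhesion before compound, then overnight fibronectin incubation / Reagent: Alexa488-FN, 24 nM final / Read-out: inhibition of fibronectin deposition signal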
F508del corr – CFTR F508del correction in bronchial cells; CFBE cells, YFP halide quenching; stimulated with forskolin plus potentiator P3; % fluorescence drop versus neutral controls; activity (quench increase), % at 7.58 µM; actives 0.36% (n = 350,000);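 active = mean added fluorescence quench of at least 8% versus neutral control, with both replicates also reaching 8%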;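 note: cells transiently co-express mutant CFTR-F508del with the halide-sensitive YFP; corrector assay measuring rescue of mutant channel to the surface after 24 h compound exposure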
GSIS activator – primary screen for activators of insulin secretion dependent on glucose, INS-1E cells, GLuc reporter luminescence; INS-1E GLuc reporter insulin secretion, 2-3 h; actives 0.61% (n = 370,000); activation, % at 16.6 µM;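 active = lowest replicate activation of at least 40%, so every replicate reaches that level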;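 note: 0% = median of neutral control wells and 100% = median of IBMX positive control wells; some compounds called inactive have numbers as strong as hits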
PGC1a acetyl inh – modulators of PGC1a acetylation | actives 0.17% (n = 350,000) | U2OS PGC1a acetylation, AlphaScreen anti-acetyl-lysine; with virally co-expressed GCN5 acetyltransferase | inhibition, % at 15.6 µM | AID 651687;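 active = every replicate shows inhibition of at least 40%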;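 note: 0% = neutral control wells and 100% = positive control wells; some results beyond the cut were filed as inactive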
PglD inh – PglD (C. jejuni) enzyme inhibition | purified PglD enzyme, DTNB colorimetric CoA detection | inhibition, % at 12.5 µM | actives 0.098% (n = 360,000) | AID 602405; in the data active = inhibition above about 16%, passing the limit was not always enough; note: strong numbers were not always called active
C2C12 statin – suppression of simvastatin myotoxicity; C2C12 myotubes + simvastatin, ATP luminescence, 48 h; scaled: DMSO 0, geranylgeraniol control 100; rescue of ATP level, % at 7.49 µM; actives 0.78% (n = 330,000); AID 602340;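 active = mean ATP rescue above about 67%, or every replicate alone reaching that limit, limit read from the data, passing the limit was not always enough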;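 note: myotubes were challenged with 10 µM simvastatin during compound exposure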
miR-122 sensor – blocks miR-122 activity in Huh7 sensor cells | Huh7 miR-122 Renilla luciferase sensor, 48 h; neutral wells = 0, positive control = 100 | activation (reporter increase), % at 12.5 µM | actives 0.3% (n = 340,000) | AID 602342;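 active = mean replicate activation score at least 90 and every replicate individually at or above 90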;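 note: higher luciferase means less miR-122 activity so hits act as miR-122 inhibitors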
Cneo AK release – Cryptococcus neoformans lysis via adenylate kinase release. C. neoformans lysis, adenylate kinase release luminescence, 4 h; normalised: neutral wells 0, clomiphene wells 100. actives 0.2% (n = 360,000). lysis activity, % at 15 µM. AID 651654;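 active = mean lysis activity across replicates of at least 80%, whatever share of replicates individually reach that level; inactive = mean lysis activity below 80%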
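Assay system: C. neoformans cells. Amount: yeast cell density of 5 × 10^6 cells/mL. Technique: AK luminescence. Buffer or medium: YPD. Times: static 4 h at 37 °C with compound, 1 h detection. Dosing: single-point compound dose. Read-out: lysis from increased AK signal.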
An asterisk follows results filed as active; · = no result given; & = joins results of further samples; [ ] = another dose, or the depositor's remark.

SMILES | FN deposit inh | F508del corr | GSIS activator | PGC1a acetyl inh | PglD inh | C2C12 statin | miR-122 sensor | Cneo AK release
COC(=O)COc1cccc(NC(=O)c2ccc(C)cc2)c1 | -10.1 | · | · | -2.4 | 0.8 | -6.4 | -7.9 | -4.9
COc1ccc2c3c(n(C)c2c1)[C@@H](CO)N(CC1CC1)CC31CN(C(=O)c2ccc3c(c2)OCO3)C1 | 5.4 | -3.5 | -9.8 | -18.7 | · | · | · | ·
COc1ccc(NC(=O)N[C@@H]2CC[C@H](CCn3cc(-c4ccccc4F)nn3)O[C@H]2CO)cc1 | · | -0.7 | 7.7 | 61.6* | -4.6 | 7.5 | · | 4.4
CCC/C(O)=C1\C(=O)CCCC1=NCCc1c(C)[nH]c2ccccc12 | 6.4 | -1.0 | 2.7 | -3.5 | 1.2 | -4.6 | -4.9 | 1.1
CC(C)(C)OC(=O)NCc1ccc(CNC(=O)c2nc[nH]c2C(=O)N2CCN(C(=O)OC(C)(C)C)CC2)cc1 | -1.3 | -0.7 | -27.3 | · | 0.4 | 5.9 | -5.9 | -0.3
CN(C)CC(=O)N1CCCCN2[C@H](CO)[C@H](c3ccc(-c4ccccc4)cc3)[C@H]2C1 | · | -2.0 | 23.4 | -5.9 | 1.0 | -22.2 | -1.3[16.7 µM] | -1.7
CCNC(=O)[C@@H]1[C@@H](CO)[C@@H]2Cn3c(ccc(-c4cccnc4)c3=O)[C@H]1N2Cc1ccccc1 | · | 0.1 | 1.6 | · | -1.1 | 18.8 | 1.4[16.7 µM] | 1.3
C[C@@H]1CN([C@@H](C)CO)C(=O)Cc2cc(N(C)C)ccc2O[C@H]1CN(C)C(=O)Nc1cccc2ccccc12 | · | -2.6 | 1.3 | -1.3 | -1.7 | 39.9 | -3.5[16.7 µM] | -4.6
CN1CCN(C(=O)CN(c2cc(C(F)(F)F)ccc2Cl)S(C)(=O)=O)CC1 | · | · | 2.4 | 11.3 | 0.6 | 3.8 | -7.1 | 3.1
COC(=O)C1CCCCN1C(=O)c1cc(COc2cccc3cnccc23)on1 (stereo unspecified) | -1.4 | -0.1 | -50.2 | · | -2.4 | -0.9 | -3.9 | 0.6
CNC[C@H]1Oc2ccc(NC(=O)NC3CCCCC3)cc2CC(=O)N([C@@H](C)CO)C[C@@H]1C | 3.4 | 0.9 | 11.6 | -1.2 | · | -25.2 | -6.2[16.7 µM] | ·
COc1ccc(/C=N/NC(=O)c2cccc(C(=O)N/N=C/c3ccc(OC)c(OC)c3)n2)cc1OC | 3.0 | 1.2 | 2.2 | -1.9 | -4.1 | 8.7 | -3.2 | -1.6
Cc1ccc(OCCOC(=O)CN2C(=O)NC3(CCCC3)C2=O)cc1 | -8.6 | 0.7 | -18.0 | -13.9 | -7.6 | 4.6 | 2.8 | -0.4
COc1ccc(NC(=O)N2CCCCN3[C@H](CO)[C@@H](c4ccc(C#Cc5ccccc5)cc4)[C@@H]3C2)cc1 | · | 5.9 | · | -6.1 | 1.8 | · | -0.8[16.7 µM] | 4.1
COc1cc(C2Nc3ccccc3C(=O)N2c2ccccc2)c(Br)cc1OCC(=O)O (stereo unspecified) | 5.2 | · | 50.5 | · | -7.1 | · | -2.4 | -1.1
CCCCc1c(O)cc(C)[nH]c1=O | -6.2 | -1.8 | 11.9 | · | -0.5 | 5.1 | -9.4 | 7.1
C[C@@H]1C(=O)N(c2ccccc2)[C@@H]1c1ccncc1 | 1.3 | -4.2 | 4.9 | -15.4 | 5.7 | 2.2 | 3.5 | 1.3
COC(=O)CNC(c1ccccc1)c1cc(Br)ccc1NS(=O)(=O)c1ccc(C)cc1 (stereo unspecified) | 0.3 | -2.1 | -21.8 | 3.1 | -6.7 | -3.7 | -3.6 | 2.2
Cc1ccc(OCCCCCN2CCOCC2)cc1 | 0.1 | -6.2 | 3.8 | -1.9 | -2.9 | 9.9 | 1.3 | 2.4
NC(=O)[C@H]1[C@@H]2C(=O)O[C@@H](c3ccccc3)[C@@H](c3ccccc3)N2[C@@H](c2ccc(OCCO)cc2)[C@]12C(=O)Nc1ccc(C#CC3(O)CCCCCC3)cc12 | · | -2.7 | · | 4.1 | 1.3 | · | · | -5.8
COc1ccc(/C(C)=N/NC(=O)CNC(=O)c2cccnc2)c(OC)c1 | 5.8 | -2.1 | 6.2 | 1.6 | 6.9 | 9.2 | 8.4 | 1.1
COc1cccc(NC(=O)N2[C@@H]3CNC[C@H]2C3c2ccc(-c3cccnc3)cc2)c1 (stereo partly specified) | 1.4&0.5 | -5.6&1.6 | 3.4&-1.6 | 6.4 | · | · | · | ·
Cc1ccc(CNC(=S)NC2CCC(C(C)(C)C)CC2)cc1 (stereo unspecified) | 6.0 | 1.3 | -29.3 | · | 2.5 | -4.0 | -2.2 | 5.5
O=C(C1CC1)N1CC(=O)N2[C@H](C1)[C@H](c1ccc(C#CC3CCCC3)cc1)[C@@H]2CO | -1.4 | 1.7 | -1.6 | 2.0 | · | · | · | ·
COCCN(C(=S)Nc1ccccc1C)C(C)c1ccco1 (stereo unspecified) | -9.2 | -0.6 | 9.8 | -3.4 | -4.5 | 8.5 | -3.8 | -1.0
Next part.
SMILES | FN deposit inh | F508del corr | GSIS activator | PGC1a acetyl inh | PglD inh | C2C12 statin | miR-122 sensor | Cneo AK release
O=C(CCc1ccccc1)NNC(=O)CCc1ccccc1 | 1.7 | -0.9 | -0.9 | 12.9 | -0.1 | 14.1 | -0.1 | -4.8
CCc1noc(C)c1C(=O)OCC(=O)c1ccc(OC)c(OC)c1 | 0.8 | 4.0 | 16.4 | -3.1 | -1.3 | 20.0 | -7.2 | 2.5
Oc1ccccc1/C=N/Nc1nn[nH]n1 | -2.2 | 0.2 | 1.2 | -3.0 | · | 2.5 | 24.4 | ·
CCCc1cc(C(=O)Nc2cccnc2)no1 | -0.1 | -1.9 | -8.0 | -9.5 | 0.5 | 1.0 | 6.8 | -0.8
CC(C)c1cn(CC[C@H]2CC[C@@H](NC(=O)C3CCC3)[C@H](CO)O2)nn1 | · | -4.8 | -9.3 | -3.0 | 3.8 | 0.5 | · | -1.9
C[C@H](CO)N1C[C@H](C)[C@@H](CN(C)Cc2ccncc2)Oc2c(NC(=O)C3CCCCC3)cccc2C1=O | 10.2 | 0.5&0.6 | 2.2&-2.6 | -3.4&4.7 | 3.0&-30.6 | 8.3&-2.1 | 25.2[16.7 µM] | -1.0&-0.4
CO[C@H]1CN(C)C(=O)c2cc(NS(C)(=O)=O)ccc2OC[C@H](C)N(Cc2ccccc2)C[C@H]1C | 12.6 | 0.8 | -2.4 | -6.0 | 0.1 | -3.7 | -11.5[16.7 µM] | -2.4
CCc1[nH]c(=O)c(C#N)c2c1CCCC2 | 8.2 | · | · | 7.9 | -1.1 | · | -0.4 | -4.4
O=C(Nc1ccc(F)cc1)N[C@H]1C=C[C@@H](CC(=O)N2CCOCC2)O[C@H]1CO | -4.7 | -4.0 | -4.2 | 3.2 | 0.9 | -15.4 | -6.8[16.7 µM] | 2.0
C[C@@H]1CN([C@H](C)CO)S(=O)(=O)c2ccc(C#Cc3cccc(F)c3)cc2O[C@@H]1CN(C)C(=O)CN1CCOCC1 | 2.9&-4.9 | 2.6&0.5&2.9 | -18.3&11.9 | 5.7&-2.2&-25.1 | -6.7&-2.5&3.7 | 1.1&14.7&12.9 | -2.3 | -0.7&-3.6&-0.3
CCN(CC)Cc1oc(CO)cc(=O)c1O | 1.9 | 2.5 | 6.1 | 0.9 | · | -7.9 | -5.0 | ·
CCC1=NN(C(=O)Cc2ccc([N+](=O)[O-])cc2)C(O)(c2ccc(Br)cc2)C1 (stereo unspecified) | 8.3 | · | -40.7 | -8.4 | 1.5 | 34.8 | -6.1 | 8.3
Cc1ccc(OCC(=O)Oc2c(C)cccc2C)cc1C | 14.9 | 1.1 | -3.3 | · | -2.2 | 3.5 | · | -1.0
CN1C(C(=O)Nc2ncccn2)=C(O)c2ccccc2S1(=O)=O | -3.6 | 0.0 | 20.6 | -4.2 | -4.7 | -0.5 | -1.4 | -7.7
O=S(=O)(Nc1cccc(-c2cn3cccnc3n2)c1)c1ccc(F)cc1 | 0.2 | -3.4 | -4.2 | -3.7 | -12.8 | · | 2.3 | 4.0
COc1cccc(C(=O)Nc2nnc(S(=O)(=O)N(C)Cc3ccccc3)s2)c1 | 4.3 | 0.4 | -32.6 | -4.0 | -2.3 | -3.6 | -2.9 | 13.7
O=C(c1ccncc1)c1nccn1-c1ccccn1 | · | · | · | -8.3 | 2.1 | -2.4 | -5.5 | -0.5
O=C(C[C@H]1CC[C@H](NC(=O)CC2CC2)[C@@H](CO)O1)NCc1ccc(-c2ccccc2)cc1 | -0.1 | -1.6 | -0.9 | -0.9 | -1.7 | 6.0 | · | 2.0
CC(OC(=O)Cc1coc2cc3c(cc12)CCC3)C(=O)NCc1ccc2c(c1)OCO2 (stereo unspecified) | · | · | · | -8.6 | -7.7 | 17.4 | -1.9 | 0.7
Cc1noc(C)c1NC(=O)N(C)C[C@H]1Oc2ccc(NC(=O)Cc3cn(C)c4ccccc34)cc2CC(=O)N([C@@H](C)CO)C[C@@H]1C | 1.3 | 1.8 | -1.7 | 3.0 | 1.0 | -12.9 | 9.7[16.7 µM] | 10.2
CC1(C(=O)NS(=O)(=O)c2ccccc2Cl)CCN1C(=O)CCc1ccccc1 (stereo unspecified) | -0.3 | 0.9 | 0.9 | 8.6 | 2.9 | 2.2 | -0.9 | -0.8
O=C(N/N=C/c1ccco1)C1COc2ccccc2O1 (stereo unspecified) | 5.7 | · | 22.0 | 3.7 | -4.4 | · | -3.2 | -3.8
CC(C)(C)SCCNS(=O)(=O)c1ccc(Cl)cc1 | -2.4 | -3.4 | -1.2 | 7.8 | · | · | 9.0 | ·
COc1ccc(CCNS(=O)(=O)CCNC(=O)c2ccc3c(c2)OCO3)cc1 | 0.9 | 0.4 | 9.8 | · | 5.0 | 21.5 | 0.1 | 0.2
CCCCCCCCN1C(=O)N(C)C(N(O)C(=O)NC)C1(C)C (stereo unspecified) | · | · | · | -1.2 | 0.8 | · | -1.7 | 1.8
CCc1ccccc1NC(=O)CCCN1C(=O)C2CC=CCC2C1=O (stereo unspecified) | -0.6 | 1.0 | 11.1 | -2.2 | 3.8 | -6.3 | 7.0 | -1.1
CC=Cc1ccc2n(c1=O)C[C@@H]1[C@@H](CO)[C@H](C(=O)NCC)N(C(=O)CC3CC3)[C@H]21 (mixture of isomers) | · | · | 5.1 | · | 1.2 | 42.4 | · | -0.4
O=C(COc1ccc(Cl)cc1)N(Cc1ccc(F)cc1)C1CCS(=O)(=O)C1 (stereo unspecified) | 5.3 | 2.6 | -1.9 | -0.6 | 1.2 | -4.0 | -6.5 | -1.7

Of the compounds above, 3 have a tert-butyl group:
SMILES | FN deposit inh | F508del corr | GSIS activator | PGC1a acetyl inh | PglD inh | C2C12 statin | miR-122 sensor | Cneo AK release
CC(C)(C)OC(=O)NCc1ccc(CNC(=O)c2nc[nH]c2C(=O)N2CCN(C(=O)OC(C)(C)C)CC2)cc1 | -1.3 | -0.7 | -27.3 | · | 0.4 | 5.9 | -5.9 | -0.3
Cc1ccc(CNC(=S)NC2CCC(C(C)(C)C)CC2)cc1 (stereo unspecified) | 6.0 | 1.3 | -29.3 | · | 2.5 | -4.0 | -2.2 | 5.5
CC(C)(C)SCCNS(=O)(=O)c1ccc(Cl)cc1 | -2.4 | -3.4 | -1.2 | 7.8 | · | · | 9.0 | ·

This is a random part of the collection; about 2.1% have a hit in one of these screens.
